AID inhibitor: Primary qHTS assay for inhibitors of Activation Induced Cytidine Deaminase (AID): AID signal | Potency, µM (top dose mostly 115 µM), for inactives: at the highest dose activity change, negative = inhibition, usual class: inhibitors | Single-stranded DNA cytosine deaminase (Homo sapiens), Q9GZX7 | AID 1347428, 2020 | AID deamination FRET fluorescence, UDG-coupled, 4 h | 91,000 compounds, 0.32% hits; note: nearly all actives have a fitted effect of over 25% in size
Target sequence (Q9GZX7 whole entry, looked up): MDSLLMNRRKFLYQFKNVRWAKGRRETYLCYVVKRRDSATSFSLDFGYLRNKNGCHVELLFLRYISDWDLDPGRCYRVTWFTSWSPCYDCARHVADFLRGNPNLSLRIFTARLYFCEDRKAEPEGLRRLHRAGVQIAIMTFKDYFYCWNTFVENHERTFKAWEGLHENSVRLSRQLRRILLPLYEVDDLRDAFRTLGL
UDG counterscr: Primary qHTS assay for inhibitors of Activation Induced Cytidine Deaminase (AID): UDG Counterscreen signal; Uracil-DNA glycosylase; FRET deamination/UDG coupled assay, UDG read, 4 h; Potency, µM (highest dose often 115 µM), inactives show at the top dose activity change, negative = inhibition, hits mostly inhibitors; 91,000 compounds, 0.14% hits; AID 1347430, 2020; note: nearly all actives have a fitted effect of over 65% in size
Active calls of the source: *; ? = inconclusive; & = joins results of further samples; [ ] = remark or other dose. Calls come from the whole dose curve; as a rule, active = well fitted curve in the direction sought with a large enough effect; inconclusive = small, poorly fitted or top-dose-only effect, or another doubt; inactive = no such curve, though single readings can be large; an effect the other way counts as inactive or inconclusive. % is set by controls: 0 for no effect and ±100 for the full control effect; potency is the fitted concentration of half-maximal effect. The list is partial, so the mix of outcomes need not match the whole.

SMILES	AID inhibitor	UDG counterscr
CCCc1ccc(S(=O)(=O)N2CCC(Oc3ccc(-n4cnnn4)cc3)CC2)cc1	?	-2%
N#CC1=C(N)N(c2cccc(Cl)c2)C2=C(C(=O)CCC2)C1c1cc(CN2CCOCC2)cs1 (configuration not stated)	8%	13%
Cc1ccc2c(=O)cc(C(=O)Nc3ccc(S(=O)(=O)Nc4ncccn4)cc3)oc2c1C	?	-8%[57.5 µM]
CCCCNc1nc2c(c(=O)n(C)c(=O)n2C)n1Cc1ccc(Br)cc1	1%	4%
Cc1ccc2c(c1)c1c(c(=O)n(-c3cccc(Cl)c3)c(=O)n1CC(N)=O)n2C	1%	8%
Cc1ccc(CNC(=O)CS(=O)(=O)c2cccc3nsnc23)cc1	?	-29%
COc1ccccc1N1CCN(CCCNC(=O)c2nnc(Cc3c(F)cccc3Cl)o2)CC1	-12%	-8%
CCOc1ccc(NC(=O)c2cn3c4c(ccc(Cl)c4c2=O)OC(C)C3)cc1 (configuration not stated)	12%	-1%
CCOc1ccc(S(=O)(=O)N(CC(=O)NCCSc2ccc(C)cc2)c2ccccc2)cc1	13%	11%
CCC(Sc1nc2nccnc2c(=O)n1Cc1ccc(F)cc1)C(=O)NC1CCCCC1 (configuration not stated)	-25%	2%
N#Cc1cccc(NC(=S)NCCc2ccccc2)c1	-15%	-13%
CCCn1c2ccc(F)cc2c2nnc(SCCN3CCCCC3)nc21	-27%	-9%
Cc1cccc(NC(=O)CC2(C(=O)O)CCCCC2)c1	-5%	-1%
Cc1cccc(NC(=O)CSc2nc(-c3ccco3)cc(C(F)(F)F)n2)c1C	17%	0%
CC(=O)N1CCCc2cc(S(=O)(=O)N3CCN(c4cccc(C(F)(F)F)c4)CC3)ccc21	-6%	8%
COc1cc(C(c2c(C)[nH][nH]c2=O)c2c(C)[nH][nH]c2=O)ccc1OCc1ccccc1Cl	?	-11%
NCc1ccc(-c2ccc(O)cc2)cc1	0%	-6%
CCOc1ccc(CNC(=O)c2cc3oc4ccccc4c3n2C)cc1	9%	-4%
C=CCc1ccc(OCCOc2cccc(OC)c2)c(OC)c1	-15%	-8%
COCCNC(=O)c1c(NC(=O)c2cc(=O)c3cc(C)cc(C)c3o2)sc2c1CCCC2	7%	-5%[57.5 µM]
CCCCN(CC)CCNC(=O)c1c(C)oc2ncnc(N3CCOCC3)c12	3%	8%
O=C(/C=C/c1cccs1)OC1CCCCC1=O (configuration not stated)	8%	4%
COc1cccc(-c2nc(SCC(=O)Nc3ccc4c(c3)OCCO4)c(-c3ccc(C)cc3)[nH]2)c1	-12%	0%
CCOc1ccccc1C(=O)Nc1ccc2c(c1)N(C)C(=O)c1ccccc1S2	6%	10%
CCOc1ccc(NC(=O)CN2C(C(=O)OC)=C(c3ccccc3)c3cc(Cl)ccc3S2(=O)=O)cc1	10%	-13%
O=C(COc1ccccc1F)Nc1nc(-c2ccc(S(=O)(=O)N3CCOCC3)cc2)cs1	-3%	7%
CCOc1ccc(CCNC(=O)c2ccc3c(c2)N(Cc2cccc(Cl)c2)C(=O)c2ccccc2S3(=O)=O)cc1OCC	-16%	-6%[57.5 µM]
CCc1nc2sc(C(C)=O)c(N)c2cc1C	17%	5%
CC(C)(C)C(=O)NCCCC(=O)NCC1CC1	1%	-8%
CCCCCCCCCCOc1ccc(C(=O)OCC(=O)c2ccc(Cl)cc2)cc1	19%	-4%
CCOC(=O)C(N)C(=O)OCC	1%	0%
CC(C)(C)c1coc2cc3o/c(=N/O)c4c(c3cc12)CCC4	4%	-8%
Cc1ccccc1C(=O)N1c2ncnn2C2(CCCCC2)[C@@H]2CCCC[C@@H]21	-9%	10%
CC(C)c1ccc(CS(=O)(=O)Cc2ccc(C#N)cc2)cc1	-5%	-9%
CCCCC(=O)Nc1nnc(S(=O)(=O)N2CCCCCC2)s1	-18%	2%
CCOc1ccc(Nc2nc(C)c(NC(=O)c3cccc(F)c3)c(Nc3ccc(OCC)cc3)n2)cc1	13%	5%
CC(C)CCNC(=O)c1ccc2c(Cl)c3c(nc2c1)CCCC3	-12%	-1%
Cc1ccc2nc(-c3ccc(C)s3)c(Nc3ccc4c(c3)OCCO4)n2c1	30%[activator]	-5%
O=C(COC(=O)c1c(F)cccc1Cl)c1ccc(C2CCCCC2)cc1	-6%	-5%
COc1cccc(-c2nc3cc(NC(=O)c4cccc([N+](=O)[O-])c4)ccc3o2)c1	-14%	13%

Pulled by compound from the entries so far, three records:
SMILES	AID inhibitor	UDG counterscr
Cc1ccc2c(c1)c1c(c(=O)n(-c3cccc(Cl)c3)c(=O)n1CC(N)=O)n2C	1%	8%
CC(C)CCNC(=O)c1ccc2c(Cl)c3c(nc2c1)CCCC3	-12%	-1%
CC(C)c1ccc(CS(=O)(=O)Cc2ccc(C#N)cc2)cc1	-5%	-9%

Continued.
SMILES	AID inhibitor	UDG counterscr
CCCNC(=S)Nc1cccc(F)c1	-1%	-2%
COc1ccc(NC(=O)COc2ncnc3ccccc23)cc1Cl	-3%	9%
Cc1ccc(C(=O)c2cccc(C(=O)c3ccc(C)cc3)c2)cc1	-11%	5%
O=C(/C=C/c1ccccc1Cl)N1CCC(c2nc3ccccc3o2)CC1	?	2%[57.5 µM]
COc1ccc(/C=C2\Cc3ccccc3C2=O)cc1Br	-8%	2%
O=C(Cn1nnc(-c2cc(F)ccc2Br)n1)N1CCOCC1	1%	3%
C=C(C)C[C@@H]1Cc2c(Br)cccc2[C@@H](CC(=C)C)N1	-15%	-11%
O=C(O)c1cc(Cl)c(Cl)[nH]1	0%	-6%
COc1ccc(OC)c(N(C)S(=O)(=O)c2ccc3c(c2)NC(=O)CC(=O)N3)c1	8%	4%
CCc1ccc(/C=C(/C#N)C(=O)Nc2ccc(N3CCOCC3)cc2)cc1	4%	-9%
CNC(=O)NC(=O)CN(CCC1CCCCC1)CC(N)=O	0%	-1%
Cc1c(NC(=O)c2cc(-c3ccc(Cl)c(Cl)c3)on2)c(=O)n(-c2ccccc2)n1C	-9%&-3%	3%&14%
O=C(CCS(=O)(=O)c1ccc(Br)cc1)Nc1ccc(Cl)c(C(F)(F)F)c1	-2%	38%[activator]
Cc1cc(C)cc(NC(=O)CSc2nc(=O)n(CCN3CCOCC3)c3c2CCC3)c1	15%	-4%
Cc1ccc(CN(C)CC(=O)NC(=O)NCc2ccco2)cc1	-7%	-6%
Cc1ccc2[nH]c(C(=O)O)cc2c1	10%	0%
COc1cccc(NC(=O)CSc2nccn2Cc2ccc3c(c2)OCO3)c1	-13%	?
Cn1nc(C(=O)Nc2ccccc2C(=O)NC2CC2)c2ccccc2c1=O	4%	-2%
Cc1ccc(N(Cc2cccs2)C(=O)c2cccs2)cc1	-10%	-3%
CCC(CC)c1nc(C#N)c(NC(C)c2ccccc2)o1 (configuration not stated)	-27%	-5%

Some of the entries above, reformatted:
smiles | AID inhibitor | UDG counterscr
COc1ccc(NC(=O)COc2ncnc3ccccc23)cc1Cl | -3% | 9%
O=C(O)c1cc(Cl)c(Cl)[nH]1 | 0% | -6%

(continued)
SMILES	AID inhibitor	UDG counterscr
Cc1ccc(/C=C/C(=O)OC(C)C(=O)c2ccc3c(c2)CCC3)cc1 (configuration not stated)	0%	-3%
O=C(NC1CC1)c1ccc(Cn2c(SCc3ccccc3F)nc3cccnc32)cc1	-2%	0%[57.5 µM]
CCOC(=O)N1CCN(c2ncc3c(n2)CC(c2ccc(Cl)cc2)CC3=O)CC1 (configuration not stated)	?	-1%
Cc1c(CCC(=O)N2CCCCC2)c(=O)oc2cc3occ(C(C)(C)C)c3cc12	-28%	14%
CCOc1ccc(OCC)c(NC(=O)C2CCCN(S(=O)(=O)c3ccc(C)cc3)C2)c1 (configuration not stated)	3%	2%[57.5 µM]
Cc1ccc(Cn2ccnc2SCC(=O)NCc2ccccc2Cl)cc1	?	-7%
CCCn1c(=O)c2ccc(C(=O)NCC(C)C)cc2n2c(SCc3ccc(F)cc3)nnc12	4%	7%
O=C(CSc1ccc2c(c1)OCCO2)c1c[nH]c2ccccc12	3%	-3%
CN(C(=O)CSc1nnc(-c2ccc([N+](=O)[O-])cc2)o1)c1ccccc1	3%	17%
Cc1ccc(NS(=O)(=O)c2c(C)nc3sc(C)cn3c2=O)c(C)c1	-10%	0%
O=C(NC1(c2ccccc2)CCC1)c1cccc(Cl)c1Cl	10%	13%
CC(C)CCNC(=O)CSc1nc2ccsc2c(=O)n1Cc1ccccc1	-7%	27%
Cc1nc(NCCC(C)C)sc1C(=O)NCc1ccncc1	0%	-7%
Cc1cc(C)n(-c2nc3c(c(=O)n(CC(C)C)c(=O)n3C)n2CCc2ccccc2)n1	-7%	-2%
Cn1nc(C(=O)Nc2nc3c(s2)CCC3)c2ccccc2c1=O	17%	1%
CCOC(=O)c1c(C)sc(-c2c(-c3ccc4c(c3)OCCO4)[nH]c3c2c(=O)[nH]c(=O)n3C)c1O	12%	-4%
CC(Cc1nc2ccccc2s1)(C(=O)O)c1ccccc1 (configuration not stated)	3%	-5%
CC(C)=CC(=O)NCCSC1CCCC1	-1%	3%
Cc1ccc(Cl)cc1NC(=S)NCCSc1ccc(Cl)cc1	-10%	-10%
CSc1cccc(NC(=O)c2cc(Cl)ccc2F)c1	-6%	7%

The closing 2 entries of the section before lead into the next:
SMILES	AID inhibitor	UDG counterscr
Cc1ccc(Cl)cc1NC(=S)NCCSc1ccc(Cl)cc1	-10%	-10%
CSc1cccc(NC(=O)c2cc(Cl)ccc2F)c1	-6%	7%
CC(C)c1ccc(NC(=O)CN2C(=O)COc3ccc(S(=O)(=O)N4CCCCCC4)cc32)cc1	-11%	2%
COc1ccc(OC)c(-c2nc3c(c(=O)[nH]2)Cc2ccccc2O3)c1	4%	11%
CCCOc1ccc(NC(=O)c2cccc3ccccc23)c2cccnc12	0%	8%
COc1cc(N2C(=O)CSC23C(=O)N(Cc2ccc(C)cc2)c2ccccc23)cc(OC)c1OC (configuration not stated)	-5%	2%
CCOc1ccc(CCNC(=O)c2nnc(Cc3cc(OC)c(OC)c(OC)c3)o2)cc1OCC	7%	4%
CC(=O)c1ccccc1OCCN1CCN(C2CCS(=O)(=O)C2)CC1 (configuration not stated)	-6%	-4%
O=C(CCc1c[nH]c2ccccc12)N(CC(F)(F)F)C1CC1	-10%	-7%
CCCCCCSC1=C(C#N)C(c2ccccc2C)CC(=O)N1 (configuration not stated)	-15%	-14%
O=C(O)c1ccc(-c2ccccc2)s1	-4%	-3%
Cc1ccc(Nc2nc(CN3CCN(S(=O)(=O)c4cc(C)ccc4C)CC3)cs2)cc1	-15%	-16%
CSc1nc(-c2cccs2)cc(C(F)(F)F)n1	-11%	-9%
COc1ccc(NC(=O)CSc2nc3nc(C)cc(C)n3n2)cc1OC	14%	-10%
Cc1cccc(C(=O)OC(C(N)=O)c2ccccc2)c1 (configuration not stated)	-7%	-5%
Cc1c(Cl)cccc1NC(=O)c1ccc2nc(C(C)C)oc2c1	16%	3%
COc1ccc(NC(=O)C2CCN(c3nc(-c4ccc(OC)c(OC)c4)no3)CC2)cc1Cl	-12%	-9%
Cc1nc(N2CCCC2)c2c(C(=O)N3CCN(c4cc(Cl)ccc4C)CC3)c(C)oc2n1	?	-10%
CC(=O)c1cccc(NC(=O)c2ccc(Cn3cnc4ccccc4c3=O)cc2)c1	-11%	-4%
COc1ccc(OCCn2c(NC(=O)c3ccco3)nc3ccccc32)cc1	-5%	1%
CN(C)c1ccc(CNS(=O)(=O)c2ccc(-c3cc(C(F)(F)F)on3)s2)cc1	6%	-2%
Cc1ccc(NC(=O)CSc2nc3cc4c(cc3c(=O)n2Cc2ccco2)OCO4)c(C)c1	16%	3%
CN(Cc1cc2ccccc2[nH]c1=O)C(=O)c1cccc(Cl)c1	-2%	3%
Cc1cc(NC(=O)COc2c(CO)cc(F)cc2CO)ccc1Br	2%	-3%
O=c1[nH]c2ccc(NCc3ccc(-c4cccc(Cl)c4)o3)cc2[nH]1	30%[activator]	0%
COc1cccc(CN(C)C(=O)C23CC4CC(CC(C4)C2)C3)c1OC	-7%	-6%
CCc1cc(SC#N)cc(CC)c1N	-2%	8%
O=C(O)C1CCN(C(=O)Cn2ccc3c(Br)cccc32)CC1	10%	7%
CSC1=NC2(CCN(C(=O)NC3CCCCC3)CC2)N=C1c1ccc(C)cc1	?	-4%[57.5 µM]
CCN(Cc1ccccc1)C(=O)c1nn(-c2ccc(OC)cc2)c(=O)c2c1c1ccccc1n2C	?	-23%
Cc1cc(C)nc(NS(=O)(=O)c2ccc(NC(=O)c3cc(=O)c4ccc(C)c(C)c4o3)cc2)n1	-27%	-10%[57.5 µM]
CCOC(=O)N1CCC(=C2c3ccc(Cl)cc3CCc3cccnc32)CC1	?	-12%
O=c1cc(Cn2nnc(-c3cccc(F)c3)n2)nc2sccn12	-2%	-9%
Cc1oc2ncn(C)c(=O)c2c1C(=O)NCCCN(Cc1ccccc1)C(C)C	10%	7%
CC(=O)c1ccc(NC(=O)CSc2ncnc3ccccc23)cc1	-10%	-10%
O=S1(=O)C=C(Sc2nnc(-c3cccnc3)o2)c2ccccc21	-12%	-2%
CC(C)(C)c1ccc(C(=O)N2CCC(c3noc(-c4ccc(S(=O)(=O)N5CCCC5)cc4)n3)CC2)cc1	-12%	-9%
Cc1ccoc1C(=O)OCCOc1ccc(C#N)cc1	7%	5%
CCOc1ccc(NC(=O)c2ccccc2C)c2cccnc12	4%	-8%
COC(=O)C1CCN(C(c2ccccc2)c2sc3nc(-c4ccco4)nn3c2O)CC1 (configuration not stated)	19%	-5%
COc1ccc(N(CC(=O)Nc2cccc(Cl)c2C)S(=O)(=O)c2c(C)nn(C)c2C)cc1	-21%	-2%

Screening data as filed in PubChem.
